PAFAH1B2 inh – inhibitors of human PAFAH1B2 | P68402 | actives 1.2% (n = 340,000) | recombinant PAFAH1B2, FP-rhodamine activity probe, fluorescence polarization | inhibition, % at 3.39 µM;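 active = inhibition above the mean of all tested compounds plus 3 SD, cut at about 24% in these data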;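 note: 0% = enzyme with DMSO and 100% = wells lacking PAFAH1B2; many of its hits are not listed in these tables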
LYPLA1 counter – blocks human lysophospholipase 1, a PME1 counter-screen; O75608; recombinant LYPLA1, FP-Rh probe fluorescence polarization; inhibition, % at 5.9 µM; actives 0.16% (n = 320,000);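 active = inhibition above the mean of all tested compounds plus 3 SD, set per campaign, cut at about 14% in these data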;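 note: inhibitors block serine hydrolase probe labeling of LYPLA1 so polarization falls; 0% = enzyme with DMSO and 100% = wells lacking LYPLA1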
PAFAH1B3 inh – blocks human PAF acetylhydrolase 1B catalytic subunit 3 | Q15102 | recombinant PAFAH1B3, FP-rhodamine probe, fluorescence polarization | inhibition, % at 3.39 µM | actives 0.28% (n = 340,000);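 active = inhibition above the screen-wide average of all tested compounds plus 3 SD, cut at about 25% in these data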;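 note: 0% = enzyme with DMSO only and 100% = wells lacking PAFAH1B3 protein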
Target sequence (Q15102 whole entry, looked up): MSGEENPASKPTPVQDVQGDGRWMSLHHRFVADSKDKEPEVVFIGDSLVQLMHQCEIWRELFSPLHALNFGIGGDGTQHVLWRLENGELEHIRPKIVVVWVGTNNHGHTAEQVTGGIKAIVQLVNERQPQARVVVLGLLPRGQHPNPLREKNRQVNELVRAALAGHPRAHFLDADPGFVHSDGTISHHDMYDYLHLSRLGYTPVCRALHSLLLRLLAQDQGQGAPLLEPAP
PME-1 inh – blocks human protein phosphatase methylesterase 1; Q9Y570; recombinant PME-1, FP-Rh probe fluorescence polarization; inhibition, % at 5.9 µM; actives 0.53% (n = 320,000); AID 2130;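 active = inhibition above the campaign mean of all compounds plus 3 SD, cut at about 26% in these data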;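 note: competitive labeling of PME-1 active site by serine hydrolase directed probe; 0% = PME-1 with DMSO and 100% = wells lacking PME-1 enzyme; inhibitors block probe labeling so polarization falls and inhibition rises; many of its hits are not listed in these tables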
Target sequence (Q9Y570 whole entry, looked up): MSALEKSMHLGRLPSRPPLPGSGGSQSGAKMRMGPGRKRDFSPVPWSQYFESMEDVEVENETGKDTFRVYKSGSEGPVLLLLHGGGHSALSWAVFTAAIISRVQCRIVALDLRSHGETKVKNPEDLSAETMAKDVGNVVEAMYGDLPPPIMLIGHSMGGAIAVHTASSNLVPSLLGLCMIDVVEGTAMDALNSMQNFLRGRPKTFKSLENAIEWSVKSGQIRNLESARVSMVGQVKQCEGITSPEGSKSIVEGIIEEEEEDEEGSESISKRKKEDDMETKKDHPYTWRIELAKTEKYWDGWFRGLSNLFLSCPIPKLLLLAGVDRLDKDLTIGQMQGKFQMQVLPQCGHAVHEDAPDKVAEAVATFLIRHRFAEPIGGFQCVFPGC
LYPLA2 counter – blocks human lysophospholipase 2, a PME1 counter-screen; recombinant LYPLA2, FP-Rh probe fluorescence polarization; O95372; actives 0.38% (n = 320,000); inhibition, % at 5.9 µM;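 active = inhibition above the screen-wide mean plus 3 SD, limit set per campaign, cut at about 26% in these data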;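 note: 0% = LYPLA2 with DMSO and 100% = wells lacking LYPLA2 enzyme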
PREPL inh – inhibitors of human prolyl oligopeptidase-like enzyme PREPL. recombinant PREPL, fluorescence polarization activity-based probe. AID 2751. Q4J6C6. actives 0.68% (n = 320,000). inhibition, % at 5.96 µM; in the data active = inhibition above about 43%;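 note: 0% = enzyme with DMSO and 100% = wells lacking enzyme; many of its hits are not listed in these tables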
GSTO1 inh – blocks human GSTO1 in RBBP9 counter-screen; P78417; recombinant GSTO1, activity-based probe fluorescence polarization; inhibition, % at 5.96 µM; actives 1.1% (n = 300,000); AID 1974;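 active = inhibition above the campaign mean inhibition plus 3 SD, cut at about 35% in these data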;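 note: 0% = GSTO1-1 with DMSO and 100% = wells lacking GSTO1-1 enzyme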
pPAFAH FP inh – pPAFAH (human) enzyme inhibition | Q13093 | recombinant pPAFAH, FP-rhodamine probe fluorescence polarization | inhibition, % at 3.39 µM | actives 1.5% (n = 330,000);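 active = inhibition above the mean inhibition across the screen plus 3 SD, cut at about 25% in these data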;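 note: inhibitors block binding of the rhodamine activity-based probe so polarization drops; 0% = enzyme with DMSO and 100% = wells lacking pPAFAH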
Target sequence (Q13093 whole entry, looked up): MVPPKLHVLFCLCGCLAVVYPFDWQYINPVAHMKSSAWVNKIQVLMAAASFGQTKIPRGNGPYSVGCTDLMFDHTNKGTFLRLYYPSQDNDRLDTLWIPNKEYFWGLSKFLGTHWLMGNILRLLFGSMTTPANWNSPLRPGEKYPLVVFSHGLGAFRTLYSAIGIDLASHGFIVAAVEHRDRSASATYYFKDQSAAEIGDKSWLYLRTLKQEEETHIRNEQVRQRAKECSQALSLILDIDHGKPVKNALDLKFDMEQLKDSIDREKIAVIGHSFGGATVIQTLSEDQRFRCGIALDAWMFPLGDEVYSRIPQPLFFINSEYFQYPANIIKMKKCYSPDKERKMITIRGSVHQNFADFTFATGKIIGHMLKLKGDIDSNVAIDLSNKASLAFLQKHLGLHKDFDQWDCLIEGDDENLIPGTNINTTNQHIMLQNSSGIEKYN
PAD4 FP inh – inhibitors of human PAD4 | recombinant PAD4, RCA probe fluorescence polarization | inhibition, % at 6.36 µM | actives 0.41% (n = 330,000) | AID 485272;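 active = percent inhibition above a cutoff equal to the mean of all tested compounds plus 3 SD, cut at about 15% in these data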;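 note: 0% = PAD4 with RCA probe and DMSO and 100% = probe without PAD4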
* = called active by the depositor; nt = no result given; & = joins results of further samples.

SMILES	PAFAH1B2 inh	LYPLA1 counter	PAFAH1B3 inh	PME-1 inh	LYPLA2 counter	PREPL inh	GSTO1 inh	pPAFAH FP inh	PAD4 FP inh
COc1ccc(S(=O)(=O)NC(C)C(=O)NCc2ccc3c(c2)OCO3)cc1OC (stereo unspecified)	-7	1	3	-5	-1	12	2	1	3
CC1=Nc2ccc(C)cc2/C1=C/c1c(N)n2oc(C)cc2nc1=O	-13&-9	-32&-24	-17&-23	-29&-46	-49&-42	-17&-34	-17&-19	-15&-10	-37&-44
CCCCOc1ccc(C(=O)NCc2ccco2)cc1	3	4	-2	-2	12	-1	8	6	1
Cn1c(SCC(=O)NCC2CCCO2)ncc(C(=O)Nc2ccc(Cl)cc2)c1=O (stereo unspecified)	1	1	4	-8	0	-7	8	0	-3
O=C(CN1CCN(c2ccccc2)CC1)Nc1nccs1	2	3	5	-1	9	18	15	2	0
Cc1ccc(C(C(=O)NC(C)(C)C)N(Cc2cccs2)C(=O)c2csnn2)cc1 (stereo unspecified)	7	-3	6	2	-2	-7	-7	-1	-8
COc1ccc2nc3sc(C(=O)NCCCN4CCc5ccccc5C4)cc3cc2c1	2	-12	2	-13	-15	-5	-11	-1	-6
COc1ccccc1N(CC(=O)Nc1ccc(F)c(F)c1)S(C)(=O)=O	6	1	3	-2	5	-13	2	2	-6
CC1=N/C(=C/c2cccnc2)C(=O)O1	4	5	4	-2	-1	-4	2	0	0
COC(=O)C1=C(N)OC2=C(C(=O)CCC2)C1c1cccnc1 (stereo unspecified)	0	1	3	-4	2	-6	0	-2	-6
COc1ccc(C(C(=O)NC2CCCCC2)N(C(=O)c2ccco2)c2ccccc2OC)cc1 (stereo unspecified)	-1	-1	-2	-9	-2	-7	8	-3	1
O=C(Nc1ccccn1)c1ccc(=O)[nH]n1	-2	2	4	6	1	-2	-3	-1	0
CC1CN(C(=O)c2cc(Br)c(Br)s2)CC(C)O1 (stereo unspecified)	3	3	15	2	11	13	nt	-5	-1
Cc1cc(=O)nc2c3ccccc3n(CC(=O)NCCC3=CCCCC3)n12	1	-3	3	-7	-2	-31	-1	5	-1
CSc1ccccc1-c1nnc(-c2ccc(Cl)c(Cl)c2)o1	3	0	16	-7	-5	7	8	3	-4
Cc1c(C)c2ccc(OCC(=O)Nc3cccnc3)cc2oc1=O	2	0	9	-7	-1	-7	5	-2	4
CCCCOc1ccc(-c2cnc3ccccc3n2)cc1	5	-2	3	-6	-5	-8	0	4	-3
CCc1cc(=O)oc2cc(C)cc(OCC(=O)NCC(O)c3ccccc3)c12 (stereo unspecified)	3	4	6	6	7	9	1	6	-1
Cc1cc2c(N=NC(=O)C3CC3c3ccccc3)c(O)[nH]c2cc1Br (stereo unspecified)	3	8	8	-3	10	12	1	0	-4
Cc1c(N/C=C/C(=O)c2cccs2)c(=O)n(-c2ccccc2)n1C	4	-1	6	13	3	-1	-1	5	-1
Cn1c(N)c(C(=O)Nc2c(Cl)cccc2Cl)sc1=S	-1	0	13	6	-3	9	6	12	1
CCCCn1c(=O)[nH]c(=O)c2c1nc(-c1ccc(-c3ccccc3Br)o1)n2CC	5	2	4	0	-3	15	-6	12	-5
COc1ccc(NC(=O)Cn2nc(C(=O)O)c3ccccc3c2=O)cc1S(=O)(=O)N1CCCCC1	-5	nt	5	nt	nt	15	nt	0	-3
COc1ccccc1CNC(=O)COc1ccc(S(=O)(=O)N2CCCC2)cc1	0	-1	-6	3	-1	1	1	10	2
COC(=O)Cc1cc(=O)n2c(nc3ccccc32)[nH]1	3	-1	6	5	2	-4	4	1	-4
Cc1cccc(N(CC(N)=O)S(C)(=O)=O)c1C	6	0	1	-5	2	6	-9	-7	-11
COCCn1c(C)cc(C(=O)CSc2nc3ccccc3c(=O)n2Cc2ccco2)c1C	-2	-3	1	4	-1	-5	1	-3	0
O=C(Nc1ccc(N2CCOCC2)cc1)c1ccc2ncsc2c1	1	nt	1	nt	nt	16	nt	-1	1
Cc1cc(C(=O)NN=C2CCCCCCC2)c2ccccc2n1	6	3	5	7	3	9	-1	3	-4
COc1ccc(CN(Cc2ccncc2)C(=O)CCC(=O)O)cc1	-1	-2	7	0	1	5	1	7	0
O=C(O)c1ccc(-n2nc(C(F)(F)F)c3c2-c2ccoc2CC3)cc1	9	1	8	2	3	13	-8	4	0
COC(=O)[C@@H]1C[C@@]2(O)[C@@H](O)[C@@H](O)[C@@H](O)C[C@H]2N1Cc1cc(OC)cc(OC)c1	6	-3	11	-1	0	-5	-3	6	0
COCCNC(=O)c1cn(C)c(=O)c2cc(OC)c(OC)cc12	6	-3	4	0	2	7	0	-5	4
CCOC(=O)CCc1c(C)nc2c(c(C)nn2C(C)(C)C)c1C	3	-3	3	-3	-7	1	10	7	6
COCC(C)NC(=O)c1ccc(-n2nc(C(F)(F)F)cc2-c2cccs2)cc1 (stereo unspecified)	9	-3	2	3	-1	6	5	36*	-2
CCN1C(=NCCc2cccnc2)N[C@@H](c2ccccc2)[C@H](C(=O)OC)[C@H]1C	6	2	12	2	8	5	3	5	-2
Cc1cccc(C)c1NC(=O)COC(=O)c1c2c(nc3ccccc13)/C(=C\c1ccc3c(c1)OCO3)CCC2	-6	-11	1	-13	-14	71*	-9	16	11
CCc1[nH]c(=O)c(C#N)c2c1COC(C)(C)C2	1	3	-4	0	2	2	0	2	-6
COC(=O)c1[nH]c2c(c1C)C(=O)CC(c1cc(OC)c(OC)c(OC)c1)C2 (stereo unspecified)	-3	2	-4	-9	16	-2	1	2	0
Cc1oc2c(cc(NS(=O)(=O)c3ccc4c5c(cccc35)C(=O)N4)c3ccccc32)c1C(=O)OC(C)C	-4	-20	-3	-15	-19	4	-17	25	-11
Cc1ccc(S(=O)(=O)NNC(=O)c2sc3nc(C)cc(C)c3c2-n2cccc2)cc1	17	2	6	-2	0	-24	13	2	-11
COc1cccc(NC(=O)N2CCCC2C(=O)Nc2cc(C)ccc2OC)c1 (stereo unspecified)	-2	-4	1	0	0	-4	6	9	-1
CCc1cccc(CC)c1NC(=O)/C(C#N)=C/c1ccccc1C(F)(F)F	0	-6	5	6	-8	2	-4	2	-2
C/C=C/c1ccc(OCC(=O)Nc2ccc(C(N)=O)cc2)c(OC)c1	7	2	0	-66	-3	-8	-3	3	-1
CCc1noc(C)c1C(=O)Oc1ccc(N(C)S(=O)(=O)c2ccc(C)cc2)cc1	6	-2	7	0	1	15	nt	-2	-1
O=C(CCC(=O)N(CC(=O)NC1CCCCC1)CC1CCCO1)Nc1nccs1 (stereo unspecified)	8	1	-2	4	-7	11	-5	0	-7
COc1ccc(/C=N/Nc2nc(-c3ccc(C)cc3)c(NC(C)=O)s2)cc1OC	-1	-7	11	-2	-4	19	8	1	6
CC(C)Cc1nnc(NC(=O)Nc2ccccc2)s1	4	-4	1	-14	-5	-20	-14	-10	-5

Not a retest: an excerpt of the list.
SMILES	PAFAH1B2 inh	LYPLA1 counter	PAFAH1B3 inh	PME-1 inh	LYPLA2 counter	PREPL inh	GSTO1 inh	pPAFAH FP inh	PAD4 FP inh
COCCNC(=O)c1cn(C)c(=O)c2cc(OC)c(OC)cc12	6	-3	4	0	2	7	0	-5	4
CCOC(=O)CCc1c(C)nc2c(c(C)nn2C(C)(C)C)c1C	3	-3	3	-3	-7	1	10	7	6
COCC(C)NC(=O)c1ccc(-n2nc(C(F)(F)F)cc2-c2cccs2)cc1 (stereo unspecified)	9	-3	2	3	-1	6	5	36*	-2
CCN1C(=NCCc2cccnc2)N[C@@H](c2ccccc2)[C@H](C(=O)OC)[C@H]1C	6	2	12	2	8	5	3	5	-2
Cc1cccc(C)c1NC(=O)COC(=O)c1c2c(nc3ccccc13)/C(=C\c1ccc3c(c1)OCO3)CCC2	-6	-11	1	-13	-14	71*	-9	16	11
CCc1[nH]c(=O)c(C#N)c2c1COC(C)(C)C2	1	3	-4	0	2	2	0	2	-6
COC(=O)c1[nH]c2c(c1C)C(=O)CC(c1cc(OC)c(OC)c(OC)c1)C2 (stereo unspecified)	-3	2	-4	-9	16	-2	1	2	0
Cc1oc2c(cc(NS(=O)(=O)c3ccc4c5c(cccc35)C(=O)N4)c3ccccc32)c1C(=O)OC(C)C	-4	-20	-3	-15	-19	4	-17	25	-11
Cc1ccc(S(=O)(=O)NNC(=O)c2sc3nc(C)cc(C)c3c2-n2cccc2)cc1	17	2	6	-2	0	-24	13	2	-11
COc1cccc(NC(=O)N2CCCC2C(=O)Nc2cc(C)ccc2OC)c1 (stereo unspecified)	-2	-4	1	0	0	-4	6	9	-1
CCc1cccc(CC)c1NC(=O)/C(C#N)=C/c1ccccc1C(F)(F)F	0	-6	5	6	-8	2	-4	2	-2
C/C=C/c1ccc(OCC(=O)Nc2ccc(C(N)=O)cc2)c(OC)c1	7	2	0	-66	-3	-8	-3	3	-1
CCc1noc(C)c1C(=O)Oc1ccc(N(C)S(=O)(=O)c2ccc(C)cc2)cc1	6	-2	7	0	1	15	nt	-2	-1

(cont.)
SMILES	PAFAH1B2 inh	LYPLA1 counter	PAFAH1B3 inh	PME-1 inh	LYPLA2 counter	PREPL inh	GSTO1 inh	pPAFAH FP inh	PAD4 FP inh
Cc1nc(NCc2ccccc2)c2cc[nH]c2n1	12	-2	8	-4	7	2	-2	1	1
CCOc1ccc(/C=C2\SC(=O)N(c3ccc(O)cc3)C2=O)cc1OC	nt	-6	nt	-9	-5	0	-4	0	4
O=C(COc1ccc([N+](=O)[O-])cc1)NCCC1=CCCCC1	8	6	3	9	13	-6	2	-1	4
Cc1cc(Br)c(OCc2ccc(C(=O)N/N=C/c3ccc[nH]3)cc2)c(Br)c1	-7	-2	1	-6	9	16	nt	7	-5
CCCn1c(NCc2ccco2)nc2c1c(=O)n(C)c(=O)n2C	-1	0	5	2	4	-5	-5	-4	1
COc1nc(C#N)c(N2CCOCC2)o1	0	-1	-4	0	-6	-8	-4	-4	-1
CC(=O)NCCc1ccc(C(=O)CSc2nnc(C3CC3)n2C2CC2)cc1	-1	0	11	-1	2	13	nt	2	4
CCN(CC)c1nc(OC)nc(-n2nnc(C(C)=O)c2C)n1	3	2	9	4	-1	16	12	0	-4
C/C(=N\NC(=O)c1cccc(S(=O)(=O)N2CCCC2)c1)c1ccco1	2	4	-1	0	16	1	2	4	-2
COc1ccc(CN2CC(C(=O)NC3CCCCC3)CC2=O)cc1 (stereo unspecified)	1	0	3	-5	-1	-3	-1	0	0
Cc1ccc(NC(=S)NC(=O)c2ccc(-c3ccccc3)cc2)cc1	1	-1	3	-2	4	5	-11	-4	-6
Cc1ccc(O)c(N=Nc2ccccc2)n1	-2	1	2	-4	-2	3	4	-3	-6
CN(C)/C=C(\C#N)C(=O)N/N=C/c1ccc(F)cc1	2	3	2	1	8	-4	2	1	-1
C=CCNC(=S)N1CCN(c2cccc(C(F)(F)F)c2)CC1	7	2	7	0	9	-17	-4	11	-1
CCn1nc(NC(C)=O)c2cc3cccc(C)c3nc21	0	-3	9	-4	-1	3	0	6	-8

Source: PubChem

These rows are one share of the data; rates above refer to the full screens.
